# High-throughput results as filed in PubChem BioAssay.
# mec2-1 – NCI yeast anticancer drug screen, S. cerevisiae mec2-1 strain | hit rate 9% among 79,000 | growth inhibition, % at 50 µM;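 also: 0% = growth of vehicle-only cultures of the same strain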
#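 Each compound was tested on mec2-1 yeast, a strain altered in DNA damage repair or cell cycle control. Growth inhibition is reported relative to vehicle.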
# mlh1 rad18 – NCI yeast anticancer drug screen, S. cerevisiae mlh1 rad18 strain | % growth inhibition at 50 µM | hit rate 11% among 79,000 | AID 175, 2004;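 also: 0% = growth of vehicle-only cultures of the same strain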
#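 Growth inhibition of the yeast strain was measured after compound exposure and expressed relative to vehicle-treated controls. The strain carries defined defects in DNA damage repair.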
# yeast cln2 rad14 – NCI yeast anticancer drug screen, S. cerevisiae cln2 rad14 strain. growth inhibition, % at 50 µM. hit rate 8.3% among 78,000. AID 165, 2004;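 also: 0% = growth of vehicle-only cultures of the same strain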
#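 Relative to vehicle controls, growth inhibition of compound-treated cln2 rad14 yeast was recorded.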
# rad50 – NCI yeast anticancer drug screen, S. cerevisiae rad50 strain; growth inhibition, % at 50 µM; hit rate 10% among 79,000; AID 155, 2004;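 also: 0% = growth of vehicle-only cultures of the same strain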
#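 Relative growth inhibition (compound vs vehicle) was measured in yeast with a defined repair-gene alteration.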
# sgs1 mgt1 – NCI yeast anticancer drug screen, S. cerevisiae sgs1 mgt1 strain | growth inhibition, % at 50 µM | AID 161, 2004 | hit rate 10% among 78,000;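 also: 0% = growth of vehicle-only cultures of the same strain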
#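 Read-out: growth inhibition vs vehicle controls. Cells: mutant yeast strain deficient in DNA damage repair.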
# yeast bub3 – NCI yeast anticancer drug screen, S. cerevisiae bub3 mutant strain; % growth inhibition at 50 µM; hit rate 9.9% among 78,000; AID 167, 2004;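 also: 0% = growth of vehicle-only cultures of the same strain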
#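 Part of a panel of yeast mutants defective in DNA damage repair or cell cycle regulation. Each strain is grown with compound, and inhibition is calculated relative to solvent-treated cultures.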
# * = called active by the depositor; & = joins results of further samples. Rule as the data show it: active = growth inhibition above about 70%; inactive = the rest.
# Letters – A = mec2-1; B = mlh1 rad18; C = yeast cln2 rad14; D = rad50; E = sgs1 mgt1; F = yeast bub3
O=C(CC(=O)C(F)(F)F)c1ccco1.[Co]
  A = -17; B = 4; C = -10; D = -16; E = -16; F = -8

CC12CC/C(=C3/C=CC(=O)S3)C=C1CCC1C2CCC2(C)C(O)CCC12 (stereo not drawn)
  A = -6; B = 16; C = 10; D = 24; E = 5; F = -20

O=[N+]([O-])c1ccc(N2CC2)c([N+](=O)[O-])c1
  A = -2; B = 5; C = 20; D = 2; E = 10; F = -1

O=C(COc1ccc(Cl)c(Cl)c1)Nc1ccc[n+](Cc2ccc(Cl)c(S(=O)(=O)F)c2)c1
  A = 91*; B = 99*; C = 79*; D = 98*; E = 95*; F = 78*

CC(CCS(C)(=O)=O)([N+](=O)[O-])[N+](=O)[O-]
  A = 55; B = 98*; C = 56; D = 55; E = 53; F = 99*

CN(C)P(=O)(c1ccccc1)c1ccccc1
  A = 19; B = -2; C = -42; D = 5; E = -12; F = 12

CCC(C)c1cnc(CC(C)C)c(=O)n1O (stereo not drawn)
  A = 89*; B = 90*; C = 86*; D = 91*; E = 90*; F = 91*

COCCOC(=O)NCP(Cl)(CNC(=O)OCCOC)(CNC(=O)OCCOC)CNC(=O)OCCOC
  A = -5; B = -6; C = -20; D = -12; E = -30; F = -2

NNc1nncn1N
  A = -11; B = -6; C = 51; D = -5; E = -23; F = -18

COc1ccc(CC#N)cc1
  A = -5; B = 15; C = -35; D = -51; E = 19; F = 1

O=[As]c1ccc(O)c(O)c1 (stereo not drawn)
  A = 99*; B = 99*; C = 99*; D = 97*; E = 100*; F = 99*

COC(=O)C1C(=O)CC2N(C)C1C(C)(C)C2(C)C (stereo not drawn)
  A = 21; B = 56; C = 5; D = 48; E = 61; F = 38

O=C(c1ccccc1)C1C(c2ccccc2[N+](=O)[O-])N1C1CCCCC1 (stereo not drawn)
  A = 95*; B = 96*; C = 83*; D = 97*; E = 94*; F = 95*

CCOP(=O)(OCC)Oc1ccc([N+](=O)[O-])cc1
  A = 3; B = 4; C = 39; D = 1; E = -7; F = 10

CSc1ncc(COP(=S)(OCc2cnc(SC)nc2N)OCc2cnc(SC)nc2N)c(N)n1
  A = -5; B = 23; C = 24; D = -39; E = -16; F = -2

# A different layout for part of the listing above.
SMILES	mec2-1	mlh1 rad18	yeast cln2 rad14	rad50	sgs1 mgt1	yeast bub3
COCCOC(=O)NCP(Cl)(CNC(=O)OCCOC)(CNC(=O)OCCOC)CNC(=O)OCCOC	-5	-6	-20	-12	-30	-2
CC(CCS(C)(=O)=O)([N+](=O)[O-])[N+](=O)[O-]	55	98*	56	55	53	99*
COc1ccc(CC#N)cc1	-5	15	-35	-51	19	1

# New compounds follow.
# Letters – A = mec2-1; B = mlh1 rad18; C = yeast cln2 rad14; D = rad50; E = sgs1 mgt1; F = yeast bub3
CCC1(C/C=C/Cl)C(=O)NC(=O)NC1=O
  A = -4; B = -29; C = -38; D = 8; E = -30; F = 6

C1CC[N-]CC1.CC(=N\O)/C(C)=N/O.CC(=N\O)/C(C)=N/O.CCOC(=O)CC[C-]=O.[Co+2]
  A = 9; B = 10; C = -39; D = -15; E = -10; F = 18

O=C(NC(Cc1ccc2c(c1)OCO2)C(=O)O)c1ccccc1 (stereo not drawn)
  A = -4; B = 1; C = -33; D = -20; E = 7; F = 9

COCC1OC(OC2C3=C(C(C)C)CCC3(C)/C=C3\C(CCC3(O)COC)C(C)C2O)C(O)C2OC3OC12OC3(C)C1CO1 (stereo not drawn)
  A = 8; B = -78; C = 35; D = 28; E = 21; F = 32

NCCN
  A = -7&-10; B = -8&0; C = 35&-23; D = 6&7; E = -2&-8; F = -2&3

C=CCc1ccccc1O
  A = -15; B = -10; C = -4; D = 0; E = -6; F = -8

CCC(C)c1cc([N+](=O)[O-])cc([N+](=O)[O-])c1O (stereo not drawn)
  A = 66; B = 86*; C = 70; D = 79*; E = 86*; F = 80*

CCN(CC)CCN1CC2CCCCC2C1 (stereo not drawn)
  A = 0; B = 3; C = 5; D = 4; E = 1; F = 12

O.O.O=C(O)CC(=O)O.[NH-]C1CCCCC1[NH-].[Pt+2] (stereo not drawn)
  A = -5; B = -29; C = -19; D = -25; E = -20; F = 3

COc1ccc2c(c1OC(C)=O)-c1cc(OC(C)=O)cc3c1C(C2)N(C(=O)CN(CCCl)CCCl)CC3 (stereo not drawn)
  A = -6; B = -7; C = -13; D = -6; E = -2; F = 0

O=C(O)C(CSC(c1ccccc1)(c1ccccc1)c1ccccc1)N=Cc1cccs1 (stereo not drawn)
  A = -2; B = -18; C = -34; D = -8; E = -2; F = 43

CC12CCC(=O)C=C1CCC1C2CCC2(C)C(O[Si](C)(C)OC3CCC4C5CCC6=CC(=O)CCC6(C)C5CCC34C)CCC12 (stereo not drawn)
  A = 99*; B = 97*; C = 58; D = 99*; E = 96*; F = 97*

COP(=O)(OC)C(N)CCSC (stereo not drawn)
  A = -66; B = -2; C = 24; D = -25; E = -62; F = 17

COc1cc(N=Nc2ccc([N+](=O)[O-])cc2)ccc1N(CCCl)CCCl
  A = -13; B = 13; C = 11; D = -9; E = -17; F = -11

CCOC(C)=NC1=C(C#N)CP(c2ccccc2)CC1 (stereo not drawn)
  A = 4; B = 36; C = 8; D = 14; E = -10; F = 5

# Looked up above.
# `COP(=O)(OC)C(N)CCSC` (stereo not drawn) in mec2-1 → -66
# `CN(C)P(=O)(c1ccccc1)c1ccccc1` in rad50 → 5
# `O=C(O)C(CSC(c1ccccc1)(c1ccccc1)c1ccccc1)N=Cc1cccs1` (stereo not drawn) in yeast cln2 rad14 → -34
# `NCCN` in sgs1 mgt1 → -2&-8
# `O=C(c1ccccc1)C1C(c2ccccc2[N+](=O)[O-])N1C1CCCCC1` (stereo not drawn) in mec2-1 → 95*
# `COc1ccc(CC#N)cc1` in mec2-1 → -5

# Later entries.
# Letters – A = mec2-1; B = mlh1 rad18; C = yeast cln2 rad14; D = rad50; E = sgs1 mgt1; F = yeast bub3
S=P(OC1CC2CCC1C2)(c1ccccc1)c1ccccc1 (stereo not drawn)
  A = 4; B = 1; C = 30; D = -15; E = -1; F = -11

O=[As](O)(O)c1cc(F)ccc1F
  A = -4; B = -8; C = -15; D = -6; E = -11; F = -8

COP1(=S)OCC2OC(n3cc(C)c(=O)[nH]c3=O)CC2O1 (stereo not drawn)
  A = -17; B = -9; C = -9; D = 1; E = -13; F = 23

O=C(O)C(CSC(c1ccccc1)(c1ccccc1)c1ccccc1)N1C(=O)c2ccccc2C1=O (stereo not drawn)
  A = 99*; B = 99*; C = 97*; D = 99*; E = 99*; F = 99*

O=C(CCSCCC(=O)N/N=C/c1ccc(N(CCCl)CCCl)cc1)N/N=C\c1ccc(N(CCCl)CCCl)cc1
  A = 4; B = 17; C = -6; D = 7; E = 9; F = -9

CC[N-]c1nnnn1CC.[Au+].c1ccc([PH+](c2ccccc2)c2ccccc2)cc1
  A = 98*; B = 97*; C = 97*; D = 98*; E = 98*; F = 98*

CC(C)(C)c1cc(O)ccc1O
  A = -2; B = 24; C = 0; D = 22; E = -29; F = -26

CCC[CH2][Sn]1([CH2]CCC)[O]CC(Cc2ccccc2)[O]1 (stereo not drawn)
  A = 90*; B = 88*; C = 85*; D = 86*; E = 87*; F = 89*

Cn1c(=O)c2ncnnc2n(C)c1=O
  A = 23; B = 45; C = 0; D = 32; E = 28; F = 37

CC1=CC(=Nc2ccc(N(CCCl)CCCl)cc2)C=CC1=O
  A = 33; B = 5; C = 14; D = -6; E = -28; F = -8

O[C@H](c1ccccc1)[C@@H](c1ccccc1)N1CCCCC1
  A = -12; B = -12; C = -28; D = -10; E = -4; F = 42

CC12CCC(OC3OC(CO)C(OC4OC(CO)C(O)C(O)C4O)C(O)C3O)CC1CCC1C2CCC2(C)C(C3=CC(=O)OC3)CCC12O (stereo not drawn)
  A = -4; B = 7; C = -8; D = 16; E = -14; F = 14

CC(=S)N=Cc1c(O)[nH]c(=O)[nH]c1=O
  A = -7; B = 10; C = 22; D = -6; E = -10; F = -8

Nc1ccc(Cc2ccc(N)c(Cl)c2)cc1Cl
  A = 95*; B = 97*; C = 76*; D = 78*; E = 95*; F = 97*

CC1=C2C(=O)C(C)(C)C=C2C(=O)[C@](C)(O)C12CC2
  A = 47; B = 5; C = 55; D = 66; E = 68; F = -6

c1cc[c]([Ge]([c]2ccccc2)[c]2ccccc2)cc1.c1cc[c]([Ge]([c]2ccccc2)[c]2ccccc2)cc1
  A = 1; B = -4; C = -4; D = 8; E = -2; F = 5

CCn1nnnc1N
  A = 16; B = 14; C = 16; D = 3; E = 11; F = 18

[C-]#[O+].[C-]#[O+].[C-]#[O+].[C-]#[O+].[C-]#[O+].[C-]#[O+].[Fe].[Fe].c1ccc([P-]c2ccccc2[P-]c2ccccc2)cc1 (stereo not drawn)
  A = 27; B = 19; C = 27; D = 9; E = -11; F = 13

O=[As](O)(O[As](=O)(O)c1ccccc1)c1ccccc1
  A = 18; B = 28; C = 5; D = 24; E = 17; F = 0

CO[C@H]1C=CC2=CCN3CCC4=C(CC(=O)OC4)[C@]23C1
  A = -19; B = -15; C = 2; D = -9; E = -4; F = -22

C=CC(Cl)OC(=O)C(C)O (stereo not drawn)
  A = 20; B = 6; C = 11; D = 16; E = 15; F = 2

C=CC1CC=CCC1 (stereo not drawn)
  A = -5; B = -12; C = -25; D = -7; E = 9; F = -1

CC(C)(C(Cl)Cl)S(=O)(=O)O (tested in a mixture with another compound)
  A = 0; B = -11; C = 9; D = -10; E = -28; F = 0

O=[N+]([O-])c1cc2n[nH]nc2c2nonc12
  A = 11; B = 6; C = -2; D = 1; E = 11; F = 27

OC1[C@@H]2[C@@H](O)CCCN2C[C@@H](O)[C@H]1O (stereo partly drawn)
  A = -93; B = -28; C = -21; D = -53; E = -32; F = 1

CC(C)OP(=O)(OC(C)C)/C(C#N)=C/c1ccco1
  A = -51; B = -32; C = -32; D = -24; E = -24; F = -20

CNC(=O)Oc1cccc(N)c1
  A = -1; B = 0; C = 7; D = 5; E = 6; F = -22

CC(C)N1CC(COc2cccc3ccccc23)OP1(=O)N(CCCl)CCCl (stereo not drawn)
  A = 99*; B = 98*; C = 98*; D = 97*; E = 52; F = 98*

COc1ccc(C(C)CNCc2ccccc2)cc1 (stereo not drawn)
  A = -1; B = -1; C = -11; D = 0; E = 21; F = -2

O=CNC(CSC(c1ccccc1)c1ccccc1)C(=O)O (stereo not drawn)
  A = -6; B = 4; C = -26; D = 0; E = -11; F = 20

# Part of the list above, showing only yeast bub3.
Structure	yeast bub3
C=CC(Cl)OC(=O)C(C)O (stereo not drawn)	2
C=CC1CC=CCC1 (stereo not drawn)	-1
CC(C)(C(Cl)Cl)S(=O)(=O)O (tested in a mixture with another compound)	0

# Later entries
# Letters – A = mec2-1; B = mlh1 rad18; C = yeast cln2 rad14; D = rad50; E = sgs1 mgt1; F = yeast bub3
CC(O)c1ccc(Cl)cc1 (stereo not drawn)
  A = -13; B = -9; C = -1; D = 6; E = -4; F = -16

CCOC(=O)C(Br)C(C)C (stereo not drawn)
  A = 12; B = 10; C = 25; D = 24; E = 16; F = 8

CCC[As](=O)(O)CC[As](=O)(O)CCC
  A = 34; B = 14; C = -3; D = 16; E = 59; F = 1

CC1CN=C(Nc2ccc(F)cc2F)S1 (stereo not drawn)
  A = -9; B = -37; C = -24; D = -9; E = -66; F = 12

Oc1ccc(Br)cc1
  A = -18; B = -6; C = -14; D = 1; E = -14; F = -15

C(#Cc1ccccc1)c1ccccc1.[C-]#[O+].[C-]#[O+].[C-]#[O+].[C-]#[O+].[C-]#[O+].[C-]#[O+].[Co].[Co]
  A = 28; B = 53; C = -4; D = 42; E = 42; F = 5

CC(C)C12CN1C2(c1ccccc1)c1ccccc1 (stereo not drawn)
  A = 34; B = 4; C = -6; D = 19; E = 41; F = 0

# These rows are one share of the data; the hit share may differ from the screen's.
